KCNQ1 inh: human KCNQ1 channel inhibition. AID 2642. B-score at 10 µM. 310,000 tested, 1.3% active. CHO-K1 KCNQ1, FluxOR thallium flux fluorescence; hits give high values. P51787;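 active means compounds whose thallium flux B-score, printed positive for inhibition, exceeds three library SD while starting fluorescence stays within three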;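 further: channel opened by potassium depolarization with thallium stimulus after 20 min compound exposure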
KCNQ1 act: potentiates or activates the human KCNQ1 potassium channel; AID 2648; 310,000 tested, 0.35% active; P51787; B-score at 10 µM; CHO-K1 KCNQ1, thallium flux FluxOR fluorescence; hits give high values;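 active means fluorescence ratio B-score, a plate-corrected score, at least three library SD, with initial intensity B-score within 5 SD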
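Doses: Single concentration per compound, DMSO matched to controls | Test system: KCNQ1-transfected CHO-K1 cells | Timing: 90 min dye loading and 20 min compound exposure, both at room temperature | Measured by: Kinetic FluxOR thallium fluorescence, 10-s 1-Hz baseline, 110-s post-stimulus read | Medium: Assay buffer with matched DMSO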
Dyrk1A ADPGlo: blocks rat Dyrk1A kinase activity. 310,000 tested, 0.43% active. Q63470. inhibition, % at 12.5 µM. ADP-Glo luminescence, NFATc1 peptide. AID 504441; in the data active means inhibition above about 50%;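 further: plate controls were vehicle with enzyme for no effect and no enzyme for full effect; many of its hits are not listed in these tables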
RGS4 act: potentiators or activators of RGS4 | B-score at 10 µM | HEK293 M3R/inducible RGS4, carbachol calcium flux Fluo4; hits give low values | 310,000 tested, 0.92% active | AID 463111;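 active means B-score of the integrated calcium signal more than 4 SD below the library mean, with starting fluorescence not abnormally high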;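 further: negative B-score means reduced calcium response which marks RGS4 activation or potentiation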
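Detection: kinetic calcium fluorescence imaging with Fluo4-AM dye, 2 µM / Material: HEK293 cells with stable M3R and inducible RGS4 / Schedule: recording 10 s baseline at 1 Hz, 100 s post-agonist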
hERG rescue: shields human hERG channel from block by proarrhythmic agents. Q12809. CHO-hERG, FluxOR thallium flux, dofetilide IC70 present. activation (rescue from dofetilide block), less the hit threshold, % at 10 µM. 310,000 tested, 0.51% active. AID 1511;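 active means activation above the mean of controls blocked by dofetilide plus 5 SD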;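 further: thallium influx through hERG after potassium depolarization seen as dye fluorescence rise; in these data hits start at about 4.7%; inactives centre near -7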
PolyA inh: yeast polyadenylation inhibition | calls only at 12 µM | S. cerevisiae SKY197-pL101 polyadenylation reporter, beta-gal luminescence; efflux-impaired pdr1/pdr3 knockout yeast; score 100 = 6 SD above DMSO | 300,000 tested, 0.02% active;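 active means lowest replicate activity score at least 50, where 100 means six control SD above control mean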;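 further: yeast exposed to compound for 9 h at 30 °C; higher score means more reporter readthrough which indicates perturbed polyadenylation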
RGS4 block: human RGS4 inhibition. P49798. HEK293 M3R/RGS4 inducible, Fluo-4 calcium flux; hits give high values; triggered by carbachol at its EC20. B-score at 10 µM. 310,000 tested, 0.45% active. AID 463165;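 active means B-score, a plate-corrected calcium signal, over three deviations above library mean, with baseline fluorescence within five deviations of library mean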;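 further: RGS4 expression induced by doxycycline in cells with stable M3 receptor; B-score is computed from the integrated fluorescence ratio over baseline after carbachol; higher B-score means a larger calcium signal and so more RGS4 inhibition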
Target sequence (P49798 whole entry, looked up): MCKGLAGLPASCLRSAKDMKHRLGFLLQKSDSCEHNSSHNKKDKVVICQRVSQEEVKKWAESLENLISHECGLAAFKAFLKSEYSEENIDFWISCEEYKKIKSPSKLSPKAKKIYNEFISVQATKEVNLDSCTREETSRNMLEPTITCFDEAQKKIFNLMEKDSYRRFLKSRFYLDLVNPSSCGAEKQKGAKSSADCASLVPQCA
GSK3B inh: inhibitors of human GSK3beta kinase | 300,000 tested, 0.038% active | P49841 | AID 2097 | GST-GSK3beta kinase, ADP-Glo luminescence, 60 min; hits give low values | activity score (negative = inhibition), % at 10 µM;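 active means more than half of replicate wells score below -50%, meaning over 50% inhibition versus plate controls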;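 further: 0% = median DMSO wells and -100% = median GW8510 positive control wells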
Target sequence (P49841 whole entry, looked up): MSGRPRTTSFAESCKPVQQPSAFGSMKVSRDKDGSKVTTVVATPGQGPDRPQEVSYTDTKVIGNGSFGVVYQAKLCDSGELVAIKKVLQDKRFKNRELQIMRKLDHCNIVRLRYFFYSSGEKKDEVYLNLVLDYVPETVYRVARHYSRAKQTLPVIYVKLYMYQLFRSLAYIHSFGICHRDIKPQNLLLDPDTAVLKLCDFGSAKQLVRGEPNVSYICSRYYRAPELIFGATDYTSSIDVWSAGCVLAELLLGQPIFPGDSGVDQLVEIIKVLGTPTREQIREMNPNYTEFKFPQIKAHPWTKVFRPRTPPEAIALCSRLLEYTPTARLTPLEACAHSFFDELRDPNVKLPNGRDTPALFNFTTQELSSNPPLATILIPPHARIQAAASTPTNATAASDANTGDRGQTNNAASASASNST
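Test system: GST-tagged human GSK3beta kinase, cell-free; evaluation: activity score scaled between in-plate DMSO and GW8510 controls; measured by: ADP-Glo luminescence; incubation: 60 min reaction, RT; benchmarks: DMSO and 20 µM GW8510; reagent: peptide substrate plus 25 µM ATP (final); medium: Tris/MgCl2 kinase buffer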
KCNK3 block: human KCNK3 channel inhibition, primary screen. 340,000 tested, 0.84% active. CHO-KCNK3 thallium flux, FluxOR fluorescence; hits give low values. AID 602410. O14649. B-score at 10 µM;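 active means B-score under library mean minus 4 SD, starting fluorescence ratio at most library mean plus 5 SD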;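 further: more negative B-score means stronger inhibition of thallium flux through KCNK3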
GSK3 alpha inh: blocks human GSK-3 alpha kinase. P49840. ADP-Glo luminescence, 60 min. inhibition, % at 10 µM. 320,000 tested, 0.1% active. AID 2650;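 in the data active means inhibition above about 50%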;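 further: GST-tagged GSK-3 alpha with peptide substrate and 25 µM ATP; 0% = DMSO neutral wells and 100% = GW8510 positive control wells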
KCNK9 inh: inhibitors of human KCNK9 two-pore domain potassium channel | Q9NPC2 | HEK293 KCNK9, FluxOR thallium flux fluorescence; hits give low values | B-score at 10 µM | 310,000 tested, 1.2% active | AID 488922;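 active means ratio B-score over 3 SD below the library mean, with starting fluorescence within 5 SD of its mean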;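 further: negative B-score means less thallium flux so channel inhibition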
Target sequence (Q9NPC2 whole entry, looked up, the tested form may be a part): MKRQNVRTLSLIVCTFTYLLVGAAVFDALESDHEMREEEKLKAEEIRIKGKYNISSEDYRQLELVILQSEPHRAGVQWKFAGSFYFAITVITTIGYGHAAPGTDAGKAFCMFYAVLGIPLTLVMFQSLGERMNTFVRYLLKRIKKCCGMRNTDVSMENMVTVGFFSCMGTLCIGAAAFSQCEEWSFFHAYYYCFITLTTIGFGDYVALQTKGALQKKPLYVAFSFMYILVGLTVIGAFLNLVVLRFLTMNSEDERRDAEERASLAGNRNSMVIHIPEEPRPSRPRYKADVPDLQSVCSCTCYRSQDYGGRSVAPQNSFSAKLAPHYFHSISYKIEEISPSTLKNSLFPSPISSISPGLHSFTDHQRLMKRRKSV
Active calls of the source: *; i = inactive; . = no result given. Only part of the results is shown, so the mix of outcomes need not match the whole.

#	molecule	KCNQ1 inh	KCNQ1 act	Dyrk1A ADPGlo	RGS4 act	hERG rescue	PolyA inh	RGS4 block	GSK3B inh	KCNK3 block	GSK3 alpha inh	KCNK9 inh
1	O=C(c1ccco1)N(Cc1cccc(Br)c1)C1CCS(=O)(=O)C1 (stereo not drawn)	i	i	3.1	i	-8.8	i	i	0.2	i	-0.4	i
2	CN(C)c1ccc(C(=O)OCC(=O)Nc2ccc(N3CCOCC3)cc2)cc1	i	i	-1.6	i	-9.6	i	i	-1.8	i	-1.6	i
3	COc1ccc(C(=O)N2CCCC(O)C2)cc1OC1CCN(C(C)C)CC1 (stereo not drawn)	i	i	-9.2	i	-5.3	i	i	3.4	i	-2.3	i
4	O=C(CN1CCN(c2ccccc2F)CC1)c1ccc(O)c(O)c1	i	i	2.2	i	-3.8	i	i	4.5	i	-0.9	i
5	CCC(CC)c1nn2c(N)c(/C=C3\C=Nc4ccccc43)c(=O)nc2s1	i	i	-0.8	i	-1.3	i	i	-5.2	i	-1.0	i
6	N/C(=N\OC(=O)Cc1ccc([N+](=O)[O-])cc1)c1ccc([N+](=O)[O-])cc1	i	i	.	i	1.0	i	i	0.2	i	-0.3	i
7	COc1ccc(CCNC(=O)COc2ccc(-c3ccccc3)cc2)cc1OC	i	i	0.5	i	-9.8	i	i	-2.1	i	2.8	i
8	O=C(C1CCCCC1)N1CCC(O)(c2ccc(Cl)cc2)CC1	i	i	4.4	i	-1.5	i	i	-2.4	i	1.7	i
9	CN(/N=C/C=C/c1ccccc1)C1=NS(=O)(=O)c2ccccc21	i	i	-1.9	i	-9.4	i	i	-4.6	i	-0.1	i
10	CC(C)NC(=O)CSc1nc2ccccc2n1CC(=O)N1CCc2ccccc21	i	i	0.6	i	-11.0	i	i	-10.7	i	-5.4	i
11	NNC(=O)COc1ccc(-c2nccc(-c3ccc(F)cc3)n2)cc1	i	i	2.0	i	-7.4	i	i	-2.6	i	-2.4	i
12	COc1cc2cc(C(=O)N3CCN(Cc4ccc5c(c4)OCO5)CC3)c(=O)oc2cc1OC	i	i	0.0	i	-10.7	i	i	-1.7	i	-0.6	i
13	C=CCNC(=O)CN(c1ccc(OC)cc1OC)S(C)(=O)=O	i	i	-1.4	i	0.3	i	i	1.3	i	-2.3	i
14	Cc1cc(C(F)(F)F)c2c(C)nn(-c3ccccc3)c2n1	i	i	1.1	i	-4.0	i	i	-2.5	i	-2.3	i
15	COc1ccc(N=N/C(=C\O)C(=O)c2ccco2)cc1	i	i	-2.5	i	-9.0	i	i	3.4	i	14.6	i

Part of the list above in order of length of the SMILES, low to high.
#	molecule	KCNQ1 inh	KCNQ1 act	Dyrk1A ADPGlo	RGS4 act	hERG rescue	PolyA inh	RGS4 block	GSK3B inh	KCNK3 block	GSK3 alpha inh	KCNK9 inh
15	COc1ccc(N=N/C(=C\O)C(=O)c2ccco2)cc1	i	i	-2.5	i	-9.0	i	i	3.4	i	14.6	i
13	C=CCNC(=O)CN(c1ccc(OC)cc1OC)S(C)(=O)=O	i	i	-1.4	i	0.3	i	i	1.3	i	-2.3	i
11	NNC(=O)COc1ccc(-c2nccc(-c3ccc(F)cc3)n2)cc1	i	i	2.0	i	-7.4	i	i	-2.6	i	-2.4	i
7	COc1ccc(CCNC(=O)COc2ccc(-c3ccccc3)cc2)cc1OC	i	i	0.5	i	-9.8	i	i	-2.1	i	2.8	i
3	COc1ccc(C(=O)N2CCCC(O)C2)cc1OC1CCN(C(C)C)CC1 (stereo not drawn)	i	i	-9.2	i	-5.3	i	i	3.4	i	-2.3	i
10	CC(C)NC(=O)CSc1nc2ccccc2n1CC(=O)N1CCc2ccccc21	i	i	0.6	i	-11.0	i	i	-10.7	i	-5.4	i
5	CCC(CC)c1nn2c(N)c(/C=C3\C=Nc4ccccc43)c(=O)nc2s1	i	i	-0.8	i	-1.3	i	i	-5.2	i	-1.0	i
12	COc1cc2cc(C(=O)N3CCN(Cc4ccc5c(c4)OCO5)CC3)c(=O)oc2cc1OC	i	i	0.0	i	-10.7	i	i	-1.7	i	-0.6	i
6	N/C(=N\OC(=O)Cc1ccc([N+](=O)[O-])cc1)c1ccc([N+](=O)[O-])cc1	i	i	.	i	1.0	i	i	0.2	i	-0.3	i

(list continues)
#	molecule	KCNQ1 inh	KCNQ1 act	Dyrk1A ADPGlo	RGS4 act	hERG rescue	PolyA inh	RGS4 block	GSK3B inh	KCNK3 block	GSK3 alpha inh	KCNK9 inh
16	CC1CCN(c2oc(-c3ccccc3Cl)nc2C#N)CC1	i	i	5.2	i	-6.8	i	i	-28.2	i	1.1	i
17	COCCn1c(N)c(C(=O)NS(=O)(=O)c2ccc(C)cc2)c(=O)[nH]c1=O	i	i	7.4	i	-17.4	i	i	-2.5	i	0.0	i
18	COc1ccc(S(=O)(=O)N(CC(=O)NC2CC3CCC2C3)c2ccccc2OC)cc1 (stereo not drawn)	i	i	-3.3	i	-15.0	i	i	-2.2	i	-0.2	i
19	CC(=O)c1nn(-c2cccc(Br)c2)cc1C(=O)c1ccc(C)cc1	i	i	3.5	i	-16.2	i	i	-0.2	i	-0.7	i
20	CC1(c2cc([N+](=O)[O-])cc([N+](=O)[O-])c2)CC(C)(C)N(C(=O)c2ccccc2)c2ccccc21 (stereo not drawn)	i	i	-1.9	i	-8.4	i	i	-0.4	i	-0.8	i
21	CCOC(=O)c1ccc(NC(=O)CNC(=O)c2ccco2)cc1	i	i	-4.3	i	-3.0	i	i	2.6	i	-6.0	i
22	O=C(CN1CC(c2ccccc2)CC1=O)OCc1cccc(Br)c1 (stereo not drawn)	i	i	4.8	i	-18.7	i	i	3.2	i	-0.4	i
23	CCOc1cc(/C=C\[N+](=O)[O-])ccc1OCC(=O)Nc1ccccc1C	i	i	-6.3	i	-12.3	i	42.7*	2.6	i	-2.5	i
24	Cn1nnnc1SCC(=O)N1CCOCC1	i	i	-1.9	i	-5.7	i	i	-1.2	i	4.7	i
25	Cn1nc(C(=O)NC2CCCc3ccccc32)ccc1=O (stereo not drawn)	i	i	-0.9	i	-12.6	i	i	0.1	i	8.8	i
26	CCOc1ccc(C(C(=O)Nc2ccc(F)cc2)N(C(=O)Cn2nnc3ccccc32)C2CC2)cc1 (stereo not drawn)	i	i	-5.4	i	-8.9	i	i	0.9	i	2.0	i
27	O=[n+]1cc(-c2cccc3ccccc23)n([O-])c2c1CCC2	i	i	3.7	i	-4.2	i	4.86*	-0.5	i	1.7	i
28	CNC(=O)c1cc(NC(=O)CCn2nc(-c3ccccc3)c3ccccc3c2=O)ccc1OC	i	i	-2.0	i	-10.7	i	i	-6.1	i	-0.6	i
29	NNC(=O)c1sccc1OCc1cccc(C(F)(F)F)c1	i	i	4.2	i	-8.0	i	i	-3.4	i	-2.1	i
30	Cc1ccc2cc(C#N)c(N3CCCN(S(=O)(=O)c4ccccc4)CC3)nc2c1	i	i	3.9	i	-17.6	i	i	2.7	i	-1.6	i

The results go on:
#	molecule	KCNQ1 inh	KCNQ1 act	Dyrk1A ADPGlo	RGS4 act	hERG rescue	PolyA inh	RGS4 block	GSK3B inh	KCNK3 block	GSK3 alpha inh	KCNK9 inh
31	O=c1c2ccc([N+](=O)[O-])cc2ncn1CCOc1ccccc1	i	i	.	i	-23.6	i	i	0.7	i	1.3	i
32	Cc1nn(C)c(C)c1CN(Cc1nc(CCC(C)C)no1)C(C)C	i	i	-0.6	i	-22.2	i	i	1.5	i	-1.1	i
33	COc1ccccc1C1CC(c2ccccc2)=NN1C(=S)Nc1ccccc1 (stereo not drawn)	i	i	.	i	-6.7	i	i	5.1	i	-2.0	i
34	N#C/C(=C\c1ccc(O)cc1)C(=O)N1CCCC1	i	i	9.2	i	-7.7	i	i	-0.8	i	1.1	i
35	Cn1nc(C(=O)N2CCCc3ccccc32)c2ccccc2c1=O	i	i	-0.9	i	-17.9	i	i	1.4	i	-2.0	i
36	O=C(O)c1cc2ccccc2c(N=Nc2cccnc2)c1O	i	i	72.6*	i	-7.1	i	i	-5.2	i	0.3	i
37	CCCCNC(=O)c1ccc(SCC(=O)N(CC)CC)c([N+](=O)[O-])c1	i	i	.	i	-12.2	i	i	1.0	i	1.6	i
38	Cc1cc(C)c2nc(SCC(=O)Nc3ccccc3N3CCOCC3)c(C#N)cc2c1	i	i	7.6	i	-15.7	i	i	1.6	i	1.9	i
39	CC1CCN(c2nc3c(c(=O)[nH]c(=O)n3C)n2Cc2ccccc2)CC1	i	i	1.1	i	-11.5	i	i	0.3	i	-1.2	i
40	O=C(O)c1cc(S(=O)(=O)N2CCOCC2)c(Sc2ccccn2)cc1Sc1ccccn1	i	i	3.8	i	-9.7	i	i	-3.3	i	.	i
41	O=C(COc1ncnc2sccc12)Nc1ccc(F)cc1F	i	i	-6.1	i	-12.6	i	i	-1.6	i	-1.3	i
42	O=C(c1ccncc1)N1CCN(c2ccc3ccccc3n2)CC1	i	i	.	i	-7.5	i	i	-3.0	i	-0.8	i
43	CCOC(=O)c1c(C)nc2sc(C(N)=O)c(N)c2c1-c1ccc(OC)cc1	i	i	6.4	i	-3.2	i	i	-3.4	i	24.6	i
44	CCCCCCCC1=CC2=CC(=O)C(C)(OC(C)=O)C(=O)C2=CN1CCc1ccccc1 (stereo not drawn)	i	i	.	i	-11.3	i	i	1.1	.	-26.8	i
45	CCn1cc([N+](=O)[O-])c(C(=O)N2N=C(c3ccc(OC)cc3OC)CC2c2ccccc2O)n1 (stereo not drawn)	i	i	-4.4	i	-8.4	i	i	-0.1	i	-4.7	i
46	S=c1[nH]nc(-c2cc(-c3ccccc3)n[nH]2)n1/N=C/C=C/c1ccccc1	i	i	8.9	i	-5.8	i	i	-3.1	i	0.4	i

2 records drawn at random from the list so far, as already listed:
#	molecule	KCNQ1 inh	KCNQ1 act	Dyrk1A ADPGlo	RGS4 act	hERG rescue	PolyA inh	RGS4 block	GSK3B inh	KCNK3 block	GSK3 alpha inh	KCNK9 inh
33	COc1ccccc1C1CC(c2ccccc2)=NN1C(=S)Nc1ccccc1 (stereo not drawn)	i	i	.	i	-6.7	i	i	5.1	i	-2.0	i
44	CCCCCCCC1=CC2=CC(=O)C(C)(OC(C)=O)C(=O)C2=CN1CCc1ccccc1 (stereo not drawn)	i	i	.	i	-11.3	i	i	1.1	.	-26.8	i

Screening results (PubChem)
